# Compound activity from PubChem BioAssay.
# Growth percent in the NCI-60 one-dose screen (48 h, 10 µM unless noted): 100 = growth as untreated, 0 = no growth, -100 = all killed.
# KM12 = KM12 colon cancer cells | 5% of 82,000 active
# OVCAR-4 = OVCAR-4 ovarian cancer cells; AID 1794784; 3.7% of 80,000 active
# HCC-2998 = HCC-2998 colon cancer | AID 1794799 | 4.7% of 79,000 active
# OVCAR-3 = OVCAR-3 ovarian cancer; 7% of 79,000 active; AID 1794787
# PC-3 = PC-3 prostate cancer cells | 3.9% of 80,000 active
# OVCAR-8 = OVCAR-8 ovarian cancer | 4.4% of 81,000 active
# OVCAR-5 = OVCAR-5 ovarian cancer; 2.9% of 82,000 active
# SW-620 = SW-620 colon cancer; 5.2% of 82,000 active
# DU-145 = DU-145 prostate cancer | 4.2% of 81,000 active | AID 1794760
# * marks the source's active call; other numbers are inactive results; · = not tested or not shown; & = joins results of further samples; [ ] = remark or other dose. Rule for the calls: active = growth percent below 10; inactive = the rest.
# A first look (six entries):
# Below each compound – HCC-2998	OVCAR-3	DU-145	OVCAR-4	SW-620	PC-3	OVCAR-8	KM12	OVCAR-5
> O=C(c1ccc(Cl)nc1)c1cccs1
    105	123	115	99	99	98	97	104	109
> CC1(C)CCC(=S)N1
    102	109	109	105	102	105	107	104	90
> CCOP(C)(=O)/C(Cc1ccc(OC)c(OC)c1)=N\O (stereo not drawn)
    98	111	116	107	99	106	114	101	97
> CN(C)CCN=c1nc2c(c(N)n1-c1ccccc1)c(=S)n(-c1ccccc1)c(=S)n2-c1ccccc1
    -40*	-49*	45	42	-59*	31	34	0.2*	63
> O=C(Nc1ccccc1O)c1ccc(Nc2ccnc(C(F)(F)F)c2)cc1
    104	97	106	97	105	89	95	100	110
> N#CCCNC(=O)c1ccccc1
    108	108	111	107	111	102	105	106	119

# The list itself, repeating the preview:
# Below each compound – HCC-2998	OVCAR-3	DU-145	OVCAR-4	SW-620	PC-3	OVCAR-8	KM12	OVCAR-5
> O=C(c1ccc(Cl)nc1)c1cccs1
    105	123	115	99	99	98	97	104	109
> CC1(C)CCC(=S)N1
    102	109	109	105	102	105	107	104	90
> CCOP(C)(=O)/C(Cc1ccc(OC)c(OC)c1)=N\O (stereo not drawn)
    98	111	116	107	99	106	114	101	97
> CN(C)CCN=c1nc2c(c(N)n1-c1ccccc1)c(=S)n(-c1ccccc1)c(=S)n2-c1ccccc1
    -40*	-49*	45	42	-59*	31	34	0.2*	63
> O=C(Nc1ccccc1O)c1ccc(Nc2ccnc(C(F)(F)F)c2)cc1
    104	97	106	97	105	89	95	100	110
> N#CCCNC(=O)c1ccccc1
    108	108	111	107	111	102	105	106	119
> CCOC(=O)N1CN(C(=O)OCC)CN(C(=O)OCC)C1
    98	117	119	99	110	89	104	117	93
> O=C1OC(=O)C2C3OC(C(Br)C3Br)C12 (stereo not drawn)
    95	108	106	111	108	78	105	100	99
> CCOC(=O)c1c(Nc2ccccc2)nn2c(-c3ccc(Br)cc3)ccnc12
    87	·	78	53	78	81	69	78	80
> O=C1CNC(=O)N1CN1CCOCC1
    114	104	111	107	102	114	94	104	104
> NC(=O)C(O)(c1ccccc1)c1ccccc1
    98	-49*	105	101	96	87	98	97	110
> CC(=O)OCC1O[C@@H](Oc2ccc3c(c2)CC[C@@H]2[C@@H]3CC[C@]3(C)[C@@H](O)CC[C@@H]23)C(OC(C)=O)[C@@H](OC(C)=O)[C@H]1OC(C)=O (stereo partly drawn)
    104	132	101	·	·	91	85	113	107
> N/C=c1\sc2ncnn2c1=O
    100	104	115	106	103	101	117	109	105
> CC1(CI)COC(Cc2ccccc2)(Cc2ccccc2)OC1
    100	111	108	97	95	97	104	106	104
> CC(C)(C#N)N1CCN(c2ccccc2)CC1
    108	114	111	117	·	101	106	107	107
> CC(C)Cc1ccc(-c2ccc(=O)n(-c3ccc(S(N)(=O)=O)cc3)n2)cc1
    102	107	113	99	104	97	104	98	97
> CN1CCCN(C(c2ccccc2)c2ccc(Br)cc2)CC1 (stereo not drawn)
    96	70	95	85	50	61	94	64	93
> COc1cccc(-c2nc3sccn3c2-c2ccnc(NCCNC(=O)Nc3cccc(C(F)(F)F)c3)n2)c1
    41	66	80	91	89	33	21	34	103
> CCn1c2ccccc2c2cc(NC(=O)c3ccccc3-c3ccccc3C(=O)O)ccc21
    101	103	134	95	119	98	105	112	108
> COc1ccc2oc3cc(NCCN(C)C)ccc3c(=O)c2c1
    77&97	107&121	77&108	92&106	55&78	71&84	63&88	80&90	87&88
> CCN(CC)Cc1ncccc1O
    110	109	111	108	105	98	109	104	105
> CCCCc1[nH]c(-c2cc(N)ccc2Cl)c2c1C(=O)CCCC2
    107	·	111	98	102	90	98	99	98
> CCC(C)(C)C(=O)O[C@H]1C[C@@H](C)C=C2C=C[C@H](C)[C@H](CC[C@@H]3CC=CC(=O)O3)[C@H]21
    89	51	83	106	18	49	62	87	142
> O=c1oc2c3ccc4cnccc4c3[nH]c2c2ccccc12
    ·	38	17	25	3.4*	71	24	28	47
> NC1=CC(=O)c2cccnc2C1=O
    60	-1.0*	-2.0*	-84*	-80*	15	-5.6*	59	-71*
> CCN1C(=S)N(CC)C2C1NN=c1s/c(=C3\C(=O)N(C(C)C)c4ccccc43)c(=O)n12 (stereo not drawn)
    106	66	82	33	79	81	64	73	90
> O=C(/C=C/c1ccco1)c1cccc(Nc2nc(Nc3ccccc3)nc(Nc3ccccc3)n2)c1
    69	62	95	62	88	66	50	84	84
> O=C(NNC(=O)c1cccc2ccccc12)c1ccc(Cl)cc1
    104	110	99	99	104	96	103	110	102
> N#Cc1c(N2CCOCC2)nc(=S)[nH]c1-c1ccco1
    -21*	65	79	66	84	43	80	65	69
> O/N=C(/C(=N\O)c1ccco1)c1ccco1
    108	108	114	105	98	99	101	110	95
> CCOC(=O)OC(C#N)c1ccccc1 (stereo not drawn)
    106	118	111	112	118	100	108	108	90
> O=C1c2ccccc2C(=O)c2c(SC(=S)N3CCOCC3)cccc21
    110	105	109	99	89	89	102	102	102
> COC(=O)N1CCc2cc(OC)c(OC)cc2C1CC1(O)CCCCC1 (stereo not drawn)
    107[100 µM]	88[100 µM]	104[100 µM]	85[100 µM]	99[100 µM]	55[100 µM]	80[100 µM]	92[100 µM]	96[100 µM]
> COc1ccc(-c2nc(SCC(C)C)nc(N/N=C\c3ccc(O)cc3)c2C#N)cc1
    105	91	99	101	100	79	102	89	96
> NC(N)=NS(=O)(=O)c1ccc(N=NC2C(=O)NNC2=O)cc1
    110	·	104	102	100	98	102	102	104
> Cc1cnc(C2OCCO2)c2cccc([N+](=O)[O-])c12
    112	110	109	101	103	97	104	107	95
> N#CC1C(=N)Cc2ccccc2-c2ccccc21 (stereo not drawn)
    87	42	76	·	19	62	63	18	88
> CCN(CC)N=Nc1ccc2c(cnn2C(=O)Nc2ccc(Cc3ccccc3)cc2)c1
    38	81	66	67	54	58	68	55	90
> CC1CCN(C(=S)SCc2ccc(-c3ccccc3-c3nn[nH]n3)cc2)CC1
    101	104	107	118	115	93	109	96	109
> O/N=C/c1cc2c(cc1Br)OCO2
    100	99	100	104	106	100	112	104	98
> COc1cc(/C=N\NC(=O)c2ccc(-c3nc4ccc(C)cc4[nH]3)cc2)cc(OC)c1OC
    87	96	78	86	85	94	77	61	85
> C=CCN1C(=O)/C(=N\c2nnc(-c3ccc(Cl)cc3)s2)c2ccccc21
    90	96	116	93	94	88	95	86	91
> CCOC(=O)Cn1c(-c2nonc2NC(=O)c2ccccc2F)nc2ccccc21
    33	57	53	91	38	45	39	41	75
> N#Cc1ccc(NC(=O)Nc2ccc(Cc3ccc(NC(=O)Nc4ccc(C#N)cc4)cc3)cc2)cc1
    40	19	40	15	34	23	39	19	70
> CCOC(=O)c1c2c(c(C)n1C)-c1nn(Cc3ccc(Cl)cc3)cc1CC2
    103	112	110	74	100	71	92	97	·
> Cc1nn(-c2ccc(Cl)cc2)c(C)c1N=Nc1ccc(Br)cc1
    100	110	98	100	106	82	110	91	102
> CCC(COC(=O)c1ccccc1)NC1CCCC1 (stereo not drawn)
    120	110	109	104	100	103	102	101	102
> CCN(CC)c1ccc(/C=N/NC(=O)c2ccc(S(C)(=O)=O)cc2)cc1
    109	·	109	99	110	99	106	101	104
> COc1cc(CNC(=O)CCCC/C=C/C(C)C)ccc1OCc1cn(-c2ccc(Cl)c(Cl)c2)nn1
    101	100	108	85	95	78	83	98	107
> N#C/C(=N\O)C(N)=O
    110	125	119	105	107	90	103	110	106
> Cc1cc(=O)oc2cc(OCCCCOc3ccc(/C=C/C(=O)Nc4cccc([N+](=O)[O-])c4)cc3)ccc12
    112	106	94	87	93	99	98	105	104
> COc1ccc(-c2nc3ccccc3c(=O)n2Cc2ccco2)cc1COc1ccc(NC(C)=O)cc1
    86[3 µM]	87[3 µM]	78[3 µM]	98[3 µM]	56[3 µM]	47[3 µM]	58[3 µM]	56[3 µM]	83[3 µM]
> Cc1nc(-c2ccccc2)sc1CC#N
    109	116	116	113	103	108	108	107	105
> O=C1CCC(Nc2ccc(F)cc2)N1 (stereo not drawn)
    96	110	95	117	100	95	104	87	104
> COc1ccc(NC(=O)Cn2c(/C=C/c3ccc4c(c3)OCO4)nc3ccccc3c2=O)cc1
    114	92	91	87	100	94	66	79	110
> CCOC(=O)c1sc(N)nc1C(F)(F)F
    ·	121	121	95	114	99	98	108	104
> CCOC(=O)N(N=O)C(C)c1ccccc1 (stereo not drawn)
    104	105	104	117	102	102	104	101	106
> O=C1/C(=C/c2ccc(Br)cc2)COc2ccc(O)cc21
    90	97	101	98	1.4*	77	79	27	95
> N#Cc1c(-c2cccs2)cc(-c2cnccn2)nc1SCC(N)=O
    106	119	80	70	99	95	91	97	85
> CCN(CC)CCCC(C)n1c2nc(=O)[nH]c(=O)c-2nc2cc(Cl)ccc21 (stereo not drawn)
    97	31	109	56	112	89	102	92	104

# The results go on:
# Below each compound – HCC-2998	OVCAR-3	DU-145	OVCAR-4	SW-620	PC-3	OVCAR-8	KM12	OVCAR-5
> COc1cc(/C=C2/Oc3cc4occc4c(OC)c3C2=O)ccc1OCC(=O)Nc1ccncc1
    110	100	112	111	103	95	104	97	113
> CC(C)(C)OC(=O)NC(C(=O)O)C1=CCC=CC1 (stereo not drawn)
    94	112	109	90	100	74	98	109	108
> CC1=CC(=O)CC(C)(C)[C@@]1(O)/C=C/C(C)=C\C(=O)O
    -52*	-19*	-22*	-16*	0.8*	-7.5*	-12*	3.8*	-25*
> COC1(CC[C@@H](C)COC2OC(CO)C(O)C(O)C2O)O[C@H]2C[C@H]3[C@@H]4CC=C5C[C@@H](OC6OC(CO)C(OC7OC(C)C(O)C(O)C7O)C(O)C6OC6OC(C)C(O)C(O)C6O)CC[C@]5(C)[C@H]4CC[C@]3(C)[C@H]2[C@@H]1C (stereo partly drawn)
    ·	-74*	-96*	-65*	-96*	·	-65*	-82*	-87*
> Nc1ncnc2c1N=C(c1cccc(Nc3ccncc3)c1)CC(c1ccc(Cl)cc1)N2 (stereo not drawn)
    89	90	91	71	71	55	80	76	97
> O=c1[nH]nc(CSc2ccccn2)c2ccccc12
    99	97	95	90	98	103	98	92	97
> CCn1cc(C(=O)O)c(=O)c2cc(F)c(N3CCN(C(=O)CCBr)CC3)cc21
    107	104	111	103	103	94	98	101	99
> O=C1N(Cc2ccccc2)C=C(S(=O)(=O)c2ccccc2)C2=NCCN12
    101	108	107	108	93	92	108	104	94
> Nc1c(C(=O)Nc2ccccn2)sc2nc3c(cc12)C(=O)CCC3
    49	3.1*	5.7*	57	24	38	64	16	47
> Cc1oc(-c2ccc(Cl)cc2)nc1C1=NN(C(=O)c2ccncc2)C(c2ccccc2)C1 (stereo not drawn)
    102	92	101	85	95	84	95	91	105
> CCOC(=O)C1=C(N)N(c2ccc(Cl)cc2)C2=C(C(=O)CC(C)(C)C2)C1c1cccnc1 (stereo not drawn)
    100	103	104	87	101	99	90	99	138
> BrC1c2cccc3cccc(c23)C1Br (stereo not drawn)
    116	95	112	100	101	89	103	101	115
> Cc1cc(C)cc(OCCCN(C)C(=O)c2ccc(C#CC(C)(C)O)o2)c1
    106	101	101	121	102	105	103	91	81
> Cn1c(=O)c2[nH]c(Cc3cccc(O)c3)nc2n(C)c1=O
    111	106	·	98	104	86	100	100	91
> C=C(C)[C@@H]1CC[C@]2(C(=O)OC)CC[C@]3(C)[C@H](CC[C@@H]4[C@@]5(C)C/C(=C/c6cccc([N+](=O)[O-])c6)C(=O)C(C)(C)[C@@H]5CC[C@]43C)[C@@H]12
    95	100	104	100	96	86	95	98	98
> COc1ccc(OC)c(/C=C/c2nc(SC)n(-c3ccccc3)n2)c1
    78	107	116	·	93	74	92	105	120
> CCC(C)(S)C(NC(C)=O)C(=O)O (stereo not drawn)
    101	116	109	104	105	98	100	112	102
> CCOC(=O)C1N(Cc2ccccc2)C(=O)c2c(Cl)cc(Cl)cc2N2CCC(=O)C12C(=O)OCC (stereo not drawn)
    108	87	110	131	116	97	109	84	121
> O=C(Cn1cc(COn2nnc3ccccc32)nn1)Nc1cccc(Cl)c1
    102	125	115	105	106	95	102	113	102
> O=C1/C(=C/c2ccc(F)cc2)CN(Cc2cn(CCNc3ccnc4cc(Cl)ccc34)nn2)C/C1=C\c1ccc(F)cc1
    -92*	-40*	6.0*	23	-70*	·	-5.6*	-71*	-58*
> Cc1nnc2c(Cc3ccccc3)nc3ccccc3n12
    98	94	98	·	97	104	104	98	91
> CC(=O)Oc1ccc(Br)cc1C(=O)O
    100	111	120	104	107	92	104	115	·
> COc1ccc(-c2[nH]nc(N)c2-c2cc(OC)c(OC)c(OC)c2)cc1
    1.4*	-28*	2.6*	64	23	6.3*	7.8*	3.6*	39
> COC(=O)Nc1ccc2c(c1)Cc1cc(NC(=O)OC)ccc1-2
    111	115	115	103	106	104	103	106	113
> COc1cc(/C=C2\CC/C(=C\c3ccc(OCCn4ccnc4)c(OC)c3)C2=O)ccc1OCCn1ccnc1
    118	107	110	81	107	87	91	93	106
> CCOC(=O)c1ccccc1OC(=O)Oc1ccccc1C(=O)OCC
    114	104	115	105	103	105	98	114	108
> CCOC(=O)c1c(C)c2c(n1C)CSc1cc(S(=O)(=O)c3ccccc3)c(=O)[nH]c1-2
    20[100 µM]	18[100 µM]	26[100 µM]	26[100 µM]	36[100 µM]	16[100 µM]	34[100 µM]	17[100 µM]	62[100 µM]
> O=C(Cn1nc(-c2ccccc2)ccc1=O)N/N=C/c1ccc(N2CCCC2)cc1
    112	113	114	108	103	111	109	106	108
